High-throughput results: PubChem BioAssay, Sanford-Burnham Center for Chemical Genomics
CCR6 antag = CCR6 (human) receptor antagonism; P51684; CHO-K1 CCR6 PathHunter beta-arrestin, luminescence, CCL20-stimulated; inhibition, % at 20 µM; 340,000 compounds, 0.49% hits;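 active = compounds whose inhibition of the agonist-driven luminescence signal at 20 µM reaches about 50%, limit read from the data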;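 note: cells stimulated with CCL20 at 14 nM final; plate controls were DMSO with CCL20 for no effect and DMSO without agonist for full effect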
MPTP block = permeability transition pore inhibition; isolated mouse mitochondria, Ca2+ swelling absorbance, 30 min; inhibition, % at 10 µM; 360,000 compounds, 1.4% hits;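 active = inhibition of 50% or more, scaled per plate between neutral and stimulator controls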;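 note: 0% = DMSO wells given calcium and 100% = 1 mM EGTA wells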
Gli-Sufu block = Gli-Sufu pathway antagonism; 340,000 compounds, 0.74% hits; Sufu-KO-LIGHT fibroblasts, Gli luciferase reporter luminescence; inhibition, % at 5 µM;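 active = inhibition above about 55%, limit read from the data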;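 note: 0% = DMSO-treated cells and 100% = wells with medium but no cells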
EBI2 block = blocks human EBI2 receptor beta-arrestin signaling; P32249; EBI2 beta-arrestin recruitment, luminescence, 7a,25-OHC stimulated; inhibition, % at 5 µM; 360,000 compounds, 0.81% hits; AID 651636; in the data active = inhibition above about 38%;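 note: enzyme fragment complementation signal reports receptor beta-arrestin coupling in cells; 0% = agonist plus DMSO wells and 100% = wells without agonist; some results beyond the cut were filed as inactive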
Target sequence (P32249 whole entry, looked up, the tested form may be a part): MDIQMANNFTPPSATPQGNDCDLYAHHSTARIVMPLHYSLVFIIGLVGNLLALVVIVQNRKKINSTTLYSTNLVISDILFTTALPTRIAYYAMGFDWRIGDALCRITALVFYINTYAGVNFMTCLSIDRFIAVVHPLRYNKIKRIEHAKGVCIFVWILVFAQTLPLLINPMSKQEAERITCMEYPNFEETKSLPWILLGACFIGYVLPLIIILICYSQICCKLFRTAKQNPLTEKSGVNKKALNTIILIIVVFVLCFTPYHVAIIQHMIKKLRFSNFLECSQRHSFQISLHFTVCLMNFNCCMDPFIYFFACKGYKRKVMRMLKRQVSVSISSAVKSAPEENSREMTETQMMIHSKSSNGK
GRIN3A LBD mod = modulators (binders) of human NR3A ligand-binding domain; NR3A LBD differential scanning fluorimetry, Tm shift; 0% = protein alone, 100% = glycine-bound protein; Tm shift relative to glycine control, % at 25 µM; 340,000 compounds, 2.5% hits;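 active = melting temperature shift of at least 10% of the positive control shift, at one fixed dose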
CXCR6 inh = blocks human CXCR6 beta-arrestin recruitment. O00574. CHO-K1 PathHunter CXCR6 beta-arrestin, luminescence. inhibition, % at 20 µM. 360,000 compounds, 0.36% hits. AID 602244; in the data active = inhibition above about 34%, passing the limit was not always enough;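 note: antagonist mode with CXCL16 agonist at 10 nM final; 0% = 10 nM CXCL16 with DMSO and 100% = unstimulated wells without agonist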
APOBEC3A inh = human APOBEC3A DNA deaminase inhibition. P31941. recombinant A3A, FAM/TAMRA ssDNA deamination fluorescence. inhibition, % at 20 µM. 330,000 compounds, 0.41% hits;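 active = at least 40% inhibition at 20 µM here, with at most 30% in a related deaminase screen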;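 note: plate controls were A3A with DMSO for no effect and wells lacking A3A enzyme for full effect; some results filed as inactive read as strong as hits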
Target sequence (P31941 whole entry, looked up): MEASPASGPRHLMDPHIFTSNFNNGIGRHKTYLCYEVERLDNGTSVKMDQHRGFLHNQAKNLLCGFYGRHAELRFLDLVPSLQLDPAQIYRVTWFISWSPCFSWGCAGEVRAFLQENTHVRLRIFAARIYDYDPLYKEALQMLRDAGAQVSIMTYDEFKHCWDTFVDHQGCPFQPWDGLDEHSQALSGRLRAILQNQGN
A3G deaminase = inhibitors of human APOBEC3G DNA deaminase; Q9HC16; recombinant A3G, ssDNA deamination FAM/TAMRA fluorescence; inhibition, % at 20 µM; 330,000 compounds, 0.28% hits; AID 493012;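 active = inhibition of at least 40% at 20 µM, with no more than 30% in the related APOBEC3A deaminase screen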;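 note: plate controls were DMSO wells with A3G for no effect and wells lacking A3G enzyme for full effect; some compounds called inactive have numbers as strong as hits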
Target sequence (Q9HC16 whole entry, looked up): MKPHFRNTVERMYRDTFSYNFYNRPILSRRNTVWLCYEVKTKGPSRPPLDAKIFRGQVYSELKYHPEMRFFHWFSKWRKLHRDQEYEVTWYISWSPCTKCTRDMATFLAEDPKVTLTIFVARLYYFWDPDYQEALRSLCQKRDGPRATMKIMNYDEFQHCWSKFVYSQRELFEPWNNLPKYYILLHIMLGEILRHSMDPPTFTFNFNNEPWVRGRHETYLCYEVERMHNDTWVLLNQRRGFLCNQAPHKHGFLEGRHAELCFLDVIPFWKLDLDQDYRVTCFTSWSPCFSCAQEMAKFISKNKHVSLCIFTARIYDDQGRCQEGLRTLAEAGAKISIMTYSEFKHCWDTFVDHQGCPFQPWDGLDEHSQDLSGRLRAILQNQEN
Active calls of the source: *; x = no result given.

SMILES	CCR6 antag	MPTP block	Gli-Sufu block	EBI2 block	GRIN3A LBD mod	CXCR6 inh	APOBEC3A inh	A3G deaminase
NC(=O)CC(NC(=O)Cc1cccc2ccccc12)c1ccc(NC2CCCCCC2)c([N+](=O)[O-])c1 (centres undefined)	21	-0.7	-7	0	-2	12	-3	-5
FC(F)(F)c1cc(-c2ccc(Cl)cc2)nc(NCc2cccnc2)n1	-6	0.2	5	25	-17	0	4	1
CCn1cc(CN2CCCC(CNS(=O)(=O)Cc3ccccc3)C2)cn1 (centres undefined)	5	-4.4	5	0	0	-13	4	2
OC(CN1CCN(c2ccccc2)CC1)c1ccc2c(c1)CCN2 (centres undefined)	5	1.2	6	-8	-3	-8	-4	-10
CCOC(=O)N1CCN(C2=C(NS(=O)(=O)c3ccc(C)cc3)C(=O)c3ccccc3C2=O)CC1	17	1.4	9	4	2	15	-2	1
Nc1nc2nccc(-c3ccc(Cl)cc3)n2n1	-21	-4.7	-25	-11	-1	4	-2	-3
O=C(NC(=S)Nc1ccccc1N1CCOCC1)c1sc2ccccc2c1Cl	42	-0.5	5	13	1	22	2	-1
COc1ccc(OCCCC(=O)Nc2cccc([N+](=O)[O-])c2)cc1	-6	9.5	-3	0	16*	-6	1	-6
CCOC(=O)C1=C(CN2CCN(CCC#N)CC2)NC(=O)NC1c1ccc2c(c1)OCO2 (centres undefined)	11	1.5	7	-6	-1	-4	0	-9
CCN(C(=O)COc1ccc(C(C)=O)cc1)c1cccc2ccccc12	1	0.2	25	15	-4	-1	0	-6
C/C(=N/NS(=O)(=O)c1cccc([N+](=O)[O-])c1)c1ccncc1	4	-0.3	-3	0	-1	-8	-5	-10
Cc1nc(N2CCN(C(=O)c3ccco3)CC2)[nH]c(=O)c1C	-10	-0.3	0	-5	1	8	-6	7
COc1ccc(S[C@@H](CCN2CC[C@H](O)CCC2=O)c2ccccc2)cc1	7	-1.6	-1	-15	0	2	-1	-9
Cc1ccccc1OCCn1c(=S)[nH]c2c(N)ncnc21	4	1.2	15	5	4	14	1	23
O=C(Nc1ccccc1Oc1cccnc1)C1CCCN(C/C=C/c2ccccc2)C1 (centres undefined)	32	0.5	20	0	-3	3	0	-5
CC(C)(C)c1ccc(C(=O)NN=C2CCCC2)cc1	0	-0.2	-5	0	0	-7	-4	-4
COC(=O)c1ccc(NC(=O)CN2C(=O)CSC2=O)cc1	-11	-0.5	-9	-7	-1	-4	1	0
Cc1ccccc1NC(=O)c1ccc(S(=O)(=O)N(C)C)cc1	8	1.1	-1	-6	2	-2	-3	-17
CCOC(=O)c1c(C)nc2sc3c(c2c1-c1ccc(OC)cc1)NC(c1ccc(OC)cc1)NC3=O (centres undefined)	22	-0.8	2	-3	0	12	0	-3
O=C(NCCc1c[nH]c2ccccc12)C(=O)Nc1ccccc1	-5	-0.1	-10	9	-30	1	-1	0
COc1ccc2[nH]c3c(=S)nc[nH]c3c2c1	-7	-1.9	-5	-15	1	-7	-7	34
COc1cc(OC)c(OC)cc1CN1CCN(Cc2ccc(SC)cc2)CC1	0	2.1	33	7	1	1	1	-3
Cc1ccc2nc(SCC(=O)c3ccc4c(c3)NC(=O)CO4)[nH]c2c1	-10	0.2	2	17	-1	-4	-8	-13
O=C1c2ccccc2NC(c2cccc(F)c2)N1Cc1ccco1 (centres undefined)	24	-0.2	65*	-2	x	-5	-2	-5
Cc1c(NC(=O)C2(c3ccc(Cl)cc3)CCCC2)c(=O)n(-c2ccccc2)n1C	12	-0.1	3	0	0	8	0	-5
Cc1ccc(-c2cc(C(=O)N/N=C/c3c(C)nn(C)c3C)c3ccccc3n2)c(C)c1	7	0.5	-9	2	-9	2	2	-2
Nc1nc(-c2ccccc2)c(N=Nc2cccc3ccccc23)s1	55*	12	5	11	6	43*	6	7
O=c1oc(-c2cccs2)nc2sc3c(c12)CCCCC3	15	-0.7	-37	5	2	-9	-2	-2
C=CCn1c(SCC(=O)O)nnc1-c1cccc(Cl)c1	6	-1.7	x	-1	5	-13	-6	-8
CCc1c(C)nc(SCC(=O)NC2CCCC2)[nH]c1=O	-6	-0.6	-29	-15	0	-2	-7	2
Cc1nc(CCN2C(=O)c3ccccc3C2=O)n[nH]1	6	-0.3	0	-3	1	-7	-2	-1
CCS(=O)(=O)N1Cc2ccccc2CC1C(=O)NCC12CC3CC(CC(C3)C1)C2 (centres undefined)	8	4.9	7	15	0	0	2	-3
O=C(O)COc1ccc(Br)cc1/C=N\Nc1ccccn1	-2	-0.8	5	-8	0	-10	-6	-9
C=CCSc1ncccc1C(=O)NCCc1ccc(Cl)cc1	14	0.4	37	-4	-1	0	7	-3
CCOC(=O)c1cnc(SCc2cccc(C)c2)nc1N	12	0.0	-16	15	3	-9	-6	-9
COc1cc2cc(C(c3nnnn3C3CCCC3)N3CCc4ccccc43)c(=O)[nH]c2cc1OC (centres undefined)	12	1.4	36	26	-4	9	-3	-5
NNC(=S)Nc1ccccc1Cl	13	0.3	-12	-4	-104	-5	3	3
CCC1Oc2ccc(C)cc2N(Cc2cccc(C)c2)C1=O (centres undefined)	9	7.8	4	16	1	-2	-7	-8
O=C(CC(=O)c1ccccc1)CS(=O)(=O)c1ccccc1	8	-4.3	5	-4	3	2	x	x
O=[N+]([O-])c1ccc(C[n+]2cc(-c3ccc(Cl)c(Cl)c3)n3c2CCCCC3)cc1	3	-3.0	2	-2	-1	-2	3	0
CC(=O)C1=C(O)C(=O)OC1c1ccc(C)cc1 (centres undefined)	2	-1.6	3	-8	1	-4	-2	-1
COCCn1c(SCC(=O)Nc2cc(Cl)ccc2OC)nc2c(c1=O)SC(C)C2 (centres undefined)	17	0.5	14	6	4	14	-4	-8
CCc1ccc(NC(=O)CSc2nnc(SCC(=O)Nc3ccc(CC)cc3)n2N)cc1	21	1.5	13	-1	2	-2	0	-7
CC(C)COc1cccc(-c2cc(C(=O)N/N=C/c3ccncc3)c3ccccc3n2)c1	0	2.9	-44	10	7	0	-1	-4
Cc1ccc(C(=O)N2CC(C)OC(C)C2)cc1[N+](=O)[O-] (centres undefined)	9	-1.1	-1	4	-2	1	0	-2

Some of the entries so far, with each value named.
CCS(=O)(=O)N1Cc2ccccc2CC1C(=O)NCC12CC3CC(CC(C3)C1)C2 (centres undefined)
  CCR6 antag = 8 | MPTP block = 4.9 | Gli-Sufu block = 7 | EBI2 block = 15 | GRIN3A LBD mod = 0 | CXCR6 inh = 0 | APOBEC3A inh = 2 | A3G deaminase = -3

CCC1Oc2ccc(C)cc2N(Cc2cccc(C)c2)C1=O (centres undefined)
  CCR6 antag = 9 | MPTP block = 7.8 | Gli-Sufu block = 4 | EBI2 block = 16 | GRIN3A LBD mod = 1 | CXCR6 inh = -2 | APOBEC3A inh = -7 | A3G deaminase = -8

CC(C)COc1cccc(-c2cc(C(=O)N/N=C/c3ccncc3)c3ccccc3n2)c1
  CCR6 antag = 0 | MPTP block = 2.9 | Gli-Sufu block = -44 | EBI2 block = 10 | GRIN3A LBD mod = 7 | CXCR6 inh = 0 | APOBEC3A inh = -1 | A3G deaminase = -4

Later entries
SMILES	CCR6 antag	MPTP block	Gli-Sufu block	EBI2 block	GRIN3A LBD mod	CXCR6 inh	APOBEC3A inh	A3G deaminase
COC(/C=C/Nc1ccc(C)c(C)c1)=C(C#N)C#N	10	2.0	3	-9	1	2	0	-2
COCCN(CCOC)c1nc(-c2ccc([N+](=O)[O-])cc2)nc2ccccc12	1	0.6	7	21	-9	-3	-3	-3
c1ccc(Nc2ncnc3sc4c(c23)CCC4)cc1	17	-1.0	-15	-8	0	-7	-1	-5
Cc1nn2c(-c3cccnc3)ccnc2c1-c1ccccc1	9	0.6	-17	5	-1	0	1	-2
Cc1[nH]n(-c2cccc(Cl)c2)c(=O)c1/C=N/n1c(C)nc2ccccc2c1=O	0	3.0	0	-7	-4	6	-1	-1
CC(=O)Nc1cccc(OCCCNC(=O)c2ccc(F)cc2)c1	7	3.3	-6	2	1	-10	0	8
C/C(=N\NC(=O)c1cccc(S(=O)(=O)N2CCCC2)c1)c1ccc(C)cc1	17	-3.3	1	6	-2	7	-2	-12
CCSc1nnc(-c2ccc(S(=O)(=O)N3CCOCC3)cc2)n1C	-1	0.2	-12	-9	-1	4	-4	-1
O=C(CNC(=O)c1ccc(F)cc1)c1ccccc1	-1	0.2	6	0	3	6	-4	-4
Cc1ccc2nc(C3CCCN(C(=S)Nc4ccccc4C)C3)[nH]c2c1 (centres undefined)	3	2.1	0	2	-1	3	-7	-8
CCCCNc1c(-c2cccc(-c3ccc(OC)cc3)c2)nc2cc(C)ccn12	-14	63*	28	0	-15	5	-1	-1
O=C(NNC(=O)c1cc(-c2ccc(Br)cc2)nc2ccccc12)c1csc(N2CCOCC2)n1	17	-0.8	x	4	-3	10	x	x
Cc1csc(SCc2nc3sc4c(c3c(=O)[nH]2)CCC4)n1	-21	-1.1	4	4	0	3	x	x
COc1cc(/C=C/C(=O)OCC(=O)N2CCCC2)ccc1OCC#N	-2	-1.1	-5	-19	5	10	6	-3
NC(=O)c1nsc(C(=O)N(c2ccccc2)C(C(=O)NCc2ccc(F)cc2)c2ccco2)c1N (centres undefined)	3	-0.7	7	10	1	10	-2	-1
O=C(CSc1nnc(CNC(=O)c2ccco2)o1)Nc1ccc(Br)cc1	4	0.1	-4	-3	-2	-10	-3	1
CC1CCCCC1NC(=O)COC(=O)c1ccc2c(=O)n3c(nc2c1)CCC3 (centres undefined)	1	-0.5	2	-4	-1	-7	20	-1
COC(=O)c1ccc(CCc2cc(O)ccc2O)cc1	11	-0.6	5	-5	-3	15	x	x
COc1ccc(NC(=O)CN2CCC(C)CC2)cc1	-11	-0.8	-10	-19	-2	-3	-2	-5
CCCn1c(C2CC(=O)N(c3cc(OC)ccc3OC)C2)nc2ccccc21 (centres undefined)	-9	-1.9	4	1	-3	-2	0	1
C/C(=N\Nc1ccccc1C(=O)O)c1ccncc1	4	0.2	-56	12	-2	-4	-4	-8
COc1ccc(C(=O)OCCc2ccc(O)cc2)cc1	-1	-0.4	-67	8	-34	-20	0	-2
CCN(C(=O)COC(=O)c1ccc(Cl)cc1N)C1CCCCC1	-8	0.4	-25	13	-1	4	1	-2
Oc1ccc(/C=N/N2CCN(C3c4ccccc4-c4ccccc43)CC2)cc1O	3	7.8	5	6	3	2	1	-7
Cc1ccc(-c2csc(N=C(N)N)n2)c(C)c1	-12	14	-9	-19	6	7	-5	-11
CCCCC(=O)NNC(=S)NC(=O)CCC	23	-1.7	-7	-11	-1	10	-4	2
O=C(CP(=O)(CO)CO)c1ccc(Cl)cc1	-9	-1.6	7	0	x	3	-4	-3
Cc1ccc(NC(=O)c2ccc3snnc3c2)cc1	5	-2.2	-62	-1	1	7	-6	-7
O=[N+]([O-])c1cc([N+](=O)[O-])c(Oc2cc(Cl)ccc2Cl)cc1NC1CCCCCCC1	11	9.9	4	1	2	-2	0	-10
COc1cc(CCCN2CCNC[C@H]2Cc2cccc3ccccc23)cc(OC)c1OC	-3	-1.4	10	-2	-1	-6	-1	-4
COC(=O)[C@@H](NC(=O)N(C1CCCCC1)C1CCCCC1)C(C)C	3	2.6	6	-7	0	-2	1	-4
COc1ccccc1NS(=O)(=O)c1cc(NC(=O)/C=C/c2cccs2)ccc1N1CCOCC1	15	1.4	43	17	3	3	2	-10
C=CCN(CC=C)C(=O)Nc1cc(Cl)ccc1OC	-8	0.0	-4	5	-2	5	2	-2
Cc1cc(Oc2cnn(C(C)(C)C)c(=O)c2Cl)cc(C(C)C)c1	26	7.6	5	17	2	1	2	-3
C/C=C/c1ccc(OCc2cc(=O)n3cc(C)ccc3n2)c(OC)c1	1	1.9	2	1	1	2	6	0
Cc1cc(OCCOCCNC(C)C)cc(C)c1Cl	19	-5.2	47	1	1	-6	-16	-4
CCCNC(=O)CCn1cc(-c2ccc(OC)cc2)nc1CCN	-2	-0.7	-13	6	0	-3	-3	-5
CCc1ccc(NC(=O)COc2coc(CN3CCN(c4ccccc4)CC3)cc2=O)cc1	7	0.0	7	5	2	1	-3	-13
